TbHK1 inh: T. brucei hexokinase 1 inhibition; recombinant TbHK1, G6PDH-coupled NADH A340; inhibition, % at 10 µM; 0.11% of 220,000 active;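 active = inhibition of 50% or more in the single-dose primary screen; inactive = inhibition below 50%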
Cl transport mod: KCC2 (human) Cl- transport modulation | B-score of Tl+ flux slope (higher = more flux/activation; lower = inhibition) at 10 µM | KCC2 cells, thallium flux FluoZin-2 fluorescence | 2.2% of 190,000 active;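 active = thallium flux slope and its plate-corrected score both differing from the plate sample mean at a set confidence after two filtering rounds, in either direction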;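 note: slope of fluorescence scaled to starting intensity during 10 to 20 s after thallium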
TRPN1 ag: activates the zebrafish TRPN1 channel. HEK293 zebrafish TRPN1-YFP, Fluo-8 calcium fluorescence; 100% = response to 87 µM carbachol. activation, % at 3 µM. 0.18% of 220,000 active;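 active = activation above its plate's cutoff, the mean activation of test wells on that plate plus 3 SD, cut at about 19% in these data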;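 note: 0% = DMSO alone and 100% = 87 µM carbachol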
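System: zebrafish TRPN1-YFP in HEK293 cells / Dosing: 3 µM single point / Timing: dye loading 1 h at 37 °C, then 30 min room temperature / Signal: Fluo-8 calcium fluorescence, excitation 470-495 nm, emission 515-575 nm / Read-out basis: percent activation from peak over basal fluorescence ratio, control-normalized / Control set: high carbachol 87 µM, low DMSO alone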
Furin inhibitor: human furin inhibition; P09958; purified furin, fluorogenic substrate cleavage; inhibition, % at 30 µM; 0.061% of 220,000 active; AID 463115; in the data active = inhibition above about 25%; note: inactives centre near -15
Target sequence (P09958 108-714 limits assumed): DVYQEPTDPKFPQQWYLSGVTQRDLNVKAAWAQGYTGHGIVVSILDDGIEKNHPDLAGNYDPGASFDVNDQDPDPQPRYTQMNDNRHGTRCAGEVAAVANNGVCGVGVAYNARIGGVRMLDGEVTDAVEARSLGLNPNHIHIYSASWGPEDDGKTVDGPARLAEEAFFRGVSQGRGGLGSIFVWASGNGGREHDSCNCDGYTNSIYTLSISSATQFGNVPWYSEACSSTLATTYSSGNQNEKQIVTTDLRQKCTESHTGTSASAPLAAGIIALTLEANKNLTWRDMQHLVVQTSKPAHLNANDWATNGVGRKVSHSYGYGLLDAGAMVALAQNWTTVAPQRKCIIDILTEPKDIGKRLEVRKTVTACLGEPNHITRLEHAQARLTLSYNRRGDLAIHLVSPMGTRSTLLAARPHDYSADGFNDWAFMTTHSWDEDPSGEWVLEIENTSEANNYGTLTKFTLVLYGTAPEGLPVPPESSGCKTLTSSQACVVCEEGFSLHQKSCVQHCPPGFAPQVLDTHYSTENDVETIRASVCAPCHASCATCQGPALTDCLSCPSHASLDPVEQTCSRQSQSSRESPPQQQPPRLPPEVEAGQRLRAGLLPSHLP
TRPML3 agonist: agonists of human TRPML3 channel | Q8TDD5 | HEK293 TRPML3-YFP, Fluo-8 calcium fluorescence; 100% = the carbachol control signal | activation, % at 3 µM | 0.29% of 220,000 active | AID 1448;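 active = activation above its plate's cutoff, the mean activation of the plate's test wells plus 3 SD, cut at about 12% in these data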;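 note: 0% = DMSO only wells and 100% = carbachol wells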
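Material: TRPML3-YFP stable HEK293 cells | Dosing: One concentration, 3 µM nominal, 0.3% DMSO | Timing: 125 s total fluorescence read per well | Technique: Fluo-8 calcium dye fluorescence, ex 470-495, em 515-575 nm | Measure: Percent activation from peak-to-basal fluorescence ratio, scaled between DMSO and carbachol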
Calpain2 inh: calpain II (pig) inhibition. purified calpain II, fluorogenic peptide substrate, 30 min. 0.37% of 220,000 active. inhibition, % at 16 µM;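 active = inhibition above about 50%, limit read from the data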
PPC-1+TRAIL kill: kills PPC-1 cancer cells in the presence of TRAIL | cell killing (% activity), % at 4 µM | 0.41% of 220,000 active | PPC-1 cells + TRAIL, ATPLite viability luminescence;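 active = cell killing above 50% in the first pass at 4 µM, then a duplicate retest at 5 µM averaging 50% or more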;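 note: plate controls were cells with TRAIL plus DMSO for no effect and medium-only wells lacking cells for full effect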
Thrombin inh: blocks human thrombin protease activity | P00734 | alpha-thrombin, Boc-VPR-AMC fluorogenic substrate cleavage | 0.26% of 220,000 active | inhibition, % at 5 µM;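 active = inhibition at or above 40%; inactive = inhibition below 40%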;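 note: 0% = enzyme with no compound and 100% = wells without enzyme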
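Material: human alpha-thrombin protein. Incubation: reaction at ambient temperature. Technique: fluorescence of released AMC, ex 355 nm, em 460 nm. Control set: no-compound enzyme wells and no-enzyme blanks. Also added: Boc-VPR-AMC substrate, 15 µM final. Buffer or medium: pH 7.5 Tris (50 mM) with NaCl 150 mM, Tween 20 0.05%.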
EBV gp42 block: blocks Epstein-Barr virus glycoprotein 42 binding; AID 1085; 0.42% of 220,000 active; Fluorescence polarization binding assay, mP read-out; Q1HVG2; inhibition, % (tested at 21.74 µM); in the data active = inhibition above about 50%
An asterisk follows results filed as active; . = not tested or not shown; [ ] = dose if it differs, or a comment.

Results follow in this order: TbHK1 inh, Cl transport mod, TRPN1 ag, Furin inhibitor, TRPML3 agonist, Calpain2 inh, PPC-1+TRAIL kill, Thrombin inh, EBV gp42 block
Cc1ccc(/C=C2/SC(=S)N(CCC(=O)N3CCN(C)CC3)C2=O)cc1
 : -20, 2.7, 2.5, -23, 0.9, -66, 1, -2, -26
Cc1cccc(C)c1NC(=O)C(NC=O)c1ccccc1 (stereo not drawn)
 : -5, 1.2, 0.3, -22[20 µM], -0.2, 9, 22, -2, 7
CC(=O)c1c(C)[nH]c(C(=O)N2CCN(c3ccc(F)cc3)CC2)c1C
 : 0, 0.066, 4.7, -12[20 µM], 1.4, -29, 7, -5, -8
COc1ccc(N(CC(=O)N2CCc3ccccc3C2)S(=O)(=O)c2c(C)nn(C)c2C)cc1
 : -11, ., 0.2, -5, 0.1, 7, 6, -4, 11
CCOc1ccccc1NC(=O)c1ccc(OCC)c([N+](=O)[O-])c1
 : -4, 0.4, 2.1, -19, 0.2, -13, 11, -3, -8
Cn1nnnc1SCC(=O)Nc1nc2ccccc2s1
 : -1, 0.16, 1.6, -13, 0.0, -28, -1, -12, -11
FC(F)(F)c1cccc(Cn2cnc(NC(=S)NCCc3ccccc3)n2)c1
 : -5, 0.58, 0.3, -21, 1.3, -24, 3, -1, 7
COC(=O)C1=C(C)N(CC(C)C)C(=O)C1
 : -4, ., 0.3, -8[20 µM], 0.6, -14, 13[5 µM], 0, -20
COc1cccc(NC(=O)Cc2c(O)c3ccccc3[nH]c2=O)c1
 : -2, 1.2, 0.0, -20, 1.1, -41, -1, -2, -21
CCc1ccc(/C=C(/C#N)C(N)=S)s1
 : -16, 0, 0.2, 4, -0.2, 31, 16, -2, 4
COc1ccc(OCCCC(=O)NCCc2ccccc2)cc1
 : 1, -0.18, -0.7, -11, 0.2, 22, 14, -4, 3
Cc1ccc(C)c(Cn2c(C(=O)OC(C)C)cc3c2ccn3C)c1
 : 3, 0.097, -0.7, -4[20 µM], -0.3, 9, 12, 2, -16
C=CCn1c(-c2cccnc2)n[nH]c1=S
 : 33, 0.2, 0.9, -10, 1.1, -11, 8, 1, 10
CC(C)(C)NC(=S)Nc1cccc(C(F)(F)F)c1
 : 1, -0.97, 5.2, -19, 2.3, -23, 27, -11, -7
Cc1cc(C)n(CC(O)COc2ccc(OCC(O)Cn3nc(C)cc3C)cc2)n1 (stereo not drawn)
 : 2, -0.35, 2.0, -12[20 µM], 0.9, ., ., ., .
CN1C(=O)CC(Nc2cccc3cccc(N)c23)C1=O (stereo not drawn)
 : -16, 1.5, -0.1, -16, 0.3, -3, 24, 6, -9
Cc1nc(N)nc2c1CCCC2
 : -6, 0.15, -0.6, -14[20 µM], 0.5, 17, 14, -2, -2
C#CCSc1nncn1C(=O)/C=C/c1ccccc1
 : 0, -0.58, 0.1, -21[20 µM], 0.2, 13, 14, 90*, -26
CN(C)c1ccc(NC(=O)CCCc2ccccc2)cc1
 : 2, ., 1.2, -16[20 µM], 1.4, 5, 11, -2, -25
COCCCNc1nc2ccccc2nc1NS(=O)(=O)c1cccs1
 : -28, 0.11, 0.5, -21, 0.7, -13, 13, 5, 17

A stretch of the results above, for reference:
Results follow in this order: TbHK1 inh, Cl transport mod, TRPN1 ag, Furin inhibitor, TRPML3 agonist, Calpain2 inh, PPC-1+TRAIL kill, Thrombin inh, EBV gp42 block
Cc1ccc(/C=C2/SC(=S)N(CCC(=O)N3CCN(C)CC3)C2=O)cc1
 : -20, 2.7, 2.5, -23, 0.9, -66, 1, -2, -26
Cc1cccc(C)c1NC(=O)C(NC=O)c1ccccc1 (stereo not drawn)
 : -5, 1.2, 0.3, -22[20 µM], -0.2, 9, 22, -2, 7
CC(=O)c1c(C)[nH]c(C(=O)N2CCN(c3ccc(F)cc3)CC2)c1C
 : 0, 0.066, 4.7, -12[20 µM], 1.4, -29, 7, -5, -8
COc1ccc(N(CC(=O)N2CCc3ccccc3C2)S(=O)(=O)c2c(C)nn(C)c2C)cc1
 : -11, ., 0.2, -5, 0.1, 7, 6, -4, 11
CCOc1ccccc1NC(=O)c1ccc(OCC)c([N+](=O)[O-])c1
 : -4, 0.4, 2.1, -19, 0.2, -13, 11, -3, -8
Cn1nnnc1SCC(=O)Nc1nc2ccccc2s1
 : -1, 0.16, 1.6, -13, 0.0, -28, -1, -12, -11
FC(F)(F)c1cccc(Cn2cnc(NC(=S)NCCc3ccccc3)n2)c1
 : -5, 0.58, 0.3, -21, 1.3, -24, 3, -1, 7
COC(=O)C1=C(C)N(CC(C)C)C(=O)C1
 : -4, ., 0.3, -8[20 µM], 0.6, -14, 13[5 µM], 0, -20
COc1cccc(NC(=O)Cc2c(O)c3ccccc3[nH]c2=O)c1
 : -2, 1.2, 0.0, -20, 1.1, -41, -1, -2, -21
CCc1ccc(/C=C(/C#N)C(N)=S)s1
 : -16, 0, 0.2, 4, -0.2, 31, 16, -2, 4
COc1ccc(OCCCC(=O)NCCc2ccccc2)cc1
 : 1, -0.18, -0.7, -11, 0.2, 22, 14, -4, 3
Cc1ccc(C)c(Cn2c(C(=O)OC(C)C)cc3c2ccn3C)c1
 : 3, 0.097, -0.7, -4[20 µM], -0.3, 9, 12, 2, -16
C=CCn1c(-c2cccnc2)n[nH]c1=S
 : 33, 0.2, 0.9, -10, 1.1, -11, 8, 1, 10
CC(C)(C)NC(=S)Nc1cccc(C(F)(F)F)c1
 : 1, -0.97, 5.2, -19, 2.3, -23, 27, -11, -7

Later entries.
Results follow in this order: TbHK1 inh, Cl transport mod, TRPN1 ag, Furin inhibitor, TRPML3 agonist, Calpain2 inh, PPC-1+TRAIL kill, Thrombin inh, EBV gp42 block
O=C(N/N=C/c1cccnc1)c1ccc(Cn2cc([N+](=O)[O-])cn2)o1
 : -14, 1.1, 2.4, -25, 0.6, -18, 0, -5, 4
Cc1ccc(Cl)c(OCCCN(C)Cc2ccccc2)c1
 : 5, -0.34, -0.2, -13, 0.2, 30, 24, -1, -8
Nc1cc(-c2ccc(Cl)cc2)nn1S(=O)(=O)c1ccccc1
 : -6, ., -2.7, -13, 1.2, -17, 20, -1, -19
Cc1oc(-c2ccccc2)nc1CSc1nc2c(c(=O)[nH]1)CCC2
 : -1, -2.9, 0.2, -7, -0.2, -5, -3, -2, -14
CCN(CC)S(=O)(=O)c1cc(NC(=O)CSc2nc3c(cc2C#N)C(=O)CC(C)(C)C3)ccc1C
 : -4, -0.12, -0.6, -23, -1.0, -17, 19, -3, -9
CC(C)CCN(CCC(C)C)C(CO)(CO)CO
 : -6, 0.77, -0.6, -23, 0.4, -19, 18, -6, -13
Cc1ccccc1NC(=O)Cc1nc(CSc2nnc(-c3ccc4c(c3)OCO4)o2)cs1
 : 1, 0.47, -1.2, 1[20 µM], 0.3, -39, 20, -6, -16

2 entries drawn at random from those above, as already listed:
Results follow in this order: TbHK1 inh, Cl transport mod, TRPN1 ag, Furin inhibitor, TRPML3 agonist, Calpain2 inh, PPC-1+TRAIL kill, Thrombin inh, EBV gp42 block
O=C(N/N=C/c1cccnc1)c1ccc(Cn2cc([N+](=O)[O-])cn2)o1
 : -14, 1.1, 2.4, -25, 0.6, -18, 0, -5, 4
CCN(CC)S(=O)(=O)c1cc(NC(=O)CSc2nc3c(cc2C#N)C(=O)CC(C)(C)C3)ccc1C
 : -4, -0.12, -0.6, -23, -1.0, -17, 19, -3, -9
